Source: PubChem
BoNT-F LC inh = BoNT F light chain protease inhibition | 360,000 tested, 0.22% active | Multiplex microsphere protease cleavage assay, flow cytometry | inhibition, % at 10 µM | AID 588497; in the data active = inhibition above about 35%, passing the limit was not always enough; inconclusive = no clear call, values can overlap the other calls; also: plate controls were buffer without enzyme for full effect and enzyme alone for no effect
VHR inh abs = inhibitors of human VHR1 phosphatase (DUSP3); inhibition, % at 13.3 µM; P51452; recombinant VHR phosphatase, pNPP absorbance; 290,000 tested, 0.52% active; AID 1654; in the data active = inhibition above about 50%; also: some compounds called inactive have numbers as strong as hits
Target sequence (P51452 whole entry, looked up): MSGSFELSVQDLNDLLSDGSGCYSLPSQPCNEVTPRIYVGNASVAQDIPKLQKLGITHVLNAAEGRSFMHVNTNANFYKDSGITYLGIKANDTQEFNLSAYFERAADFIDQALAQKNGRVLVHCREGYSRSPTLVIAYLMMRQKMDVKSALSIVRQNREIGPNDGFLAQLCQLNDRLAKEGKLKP
BoNT A protease = blocks Botulinum neurotoxin A light chain protease. multiplex microsphere protease substrate cleavage, flow cytometry. inhibition, % at 10 µM. 360,000 tested, 0.17% active; also: plate controls were buffer without enzyme for full effect and enzyme alone for no effect
Anthrax LF prot = blocks Bacillus anthracis lethal factor protease; P15917; multiplex microsphere protease cleavage assay, LF; inhibition, % at 10 µM; 360,000 tested, 0.12% active; AID 588501; also: plate controls were buffer without enzyme for full effect and enzyme alone for no effect
Target sequence (P15917 whole entry, looked up): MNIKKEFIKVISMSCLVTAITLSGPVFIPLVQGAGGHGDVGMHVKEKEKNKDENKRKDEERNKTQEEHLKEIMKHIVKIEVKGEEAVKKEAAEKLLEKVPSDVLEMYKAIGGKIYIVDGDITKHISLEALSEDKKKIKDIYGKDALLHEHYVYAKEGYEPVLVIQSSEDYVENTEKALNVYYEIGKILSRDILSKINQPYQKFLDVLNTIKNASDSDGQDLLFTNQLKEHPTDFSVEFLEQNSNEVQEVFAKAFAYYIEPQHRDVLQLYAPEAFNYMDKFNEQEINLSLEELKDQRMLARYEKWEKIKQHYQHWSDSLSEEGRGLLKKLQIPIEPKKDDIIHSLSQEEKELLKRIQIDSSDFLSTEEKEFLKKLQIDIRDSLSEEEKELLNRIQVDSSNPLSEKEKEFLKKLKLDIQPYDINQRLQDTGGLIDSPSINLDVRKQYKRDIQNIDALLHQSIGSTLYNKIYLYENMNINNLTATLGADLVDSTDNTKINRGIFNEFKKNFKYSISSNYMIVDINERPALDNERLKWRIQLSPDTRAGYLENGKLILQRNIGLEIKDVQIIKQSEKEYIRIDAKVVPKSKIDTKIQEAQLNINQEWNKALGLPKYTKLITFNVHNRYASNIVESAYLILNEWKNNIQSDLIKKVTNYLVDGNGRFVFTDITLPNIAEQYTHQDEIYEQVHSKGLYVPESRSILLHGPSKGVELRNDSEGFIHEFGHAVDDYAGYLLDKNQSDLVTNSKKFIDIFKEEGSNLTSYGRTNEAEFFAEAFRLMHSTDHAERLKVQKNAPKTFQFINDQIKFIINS
SSB-PriA inh = K. pneumoniae PriA-SSBct interaction inhibition | AlphaScreen SSBct-PriA binding, biotinylated peptide | inhibition, % at 33 µM | 430,000 tested, 0.6% active | AID 1272365; in the data active = inhibition mostly above about 37%, no sharp cut-off; inactive = mostly below about 20%;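 also: plate controls were negative control peptide for no effect and reference peptide for full effect; strong numbers were not always called active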
Rv3671c inh = inhibitors of M. tuberculosis serine protease Rv3671c. P9WHR9. inhibition, % at 5.96 µM. 320,000 tested, 0.048% active; in the data active = inhibition above about 38%;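 also: extracellular domain of Rv3671c used as enzyme; 0% = enzyme with DMSO and 100% = no enzyme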
CCHFV vOTU inh = CCHFV vOTU protease inhibition. Pep-AMC fluorescence. inhibition, % at 11.5 µM. 370,000 tested, 0.55% active. AID 651958; in the data active = inhibition above about 30%; also: 0% = vehicle wells with enzyme and 100% = no enzyme wells
3CLpro inhibitor = SARS-CoV 3CLpro protease inhibition | P0C6X7 | recombinant SARS-CoV 3CLpro, quenched FRET peptide cleavage | inhibition, % at 6 µM | 290,000 tested, 0.14% active | AID 1706; in the data active = inhibition above about 12%
PrPC surface inh = reduces human prion protein on the cell surface. inhibition, % at 13.8 µM. 370,000 tested, 0.43% active. P04156. cell surface PrPC, TR-FRET read-out. AID 720596; in the data active = inhibition above about 24%; also: 0% = median of the test wells and 100% = reference compound wells
MazF activator = increases E. coli MazEF RNase cleavage of RNA. P0AE70. FAM/BHQ RNA-DNA oligo cleavage fluorescence, 5 h. activation, % at 20 µM. 350,000 tested, 0.32% active. AID 504720; in the data active = activation above about 50%
Target sequence (P0AE70 whole entry, looked up): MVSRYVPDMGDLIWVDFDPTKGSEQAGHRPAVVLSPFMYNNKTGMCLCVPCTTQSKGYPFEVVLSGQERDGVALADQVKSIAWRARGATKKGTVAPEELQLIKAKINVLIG
Starred values were filed as active, the others as inactive; ? = inconclusive; . = not tested or not shown. Rule as the data show it, unless noted: active = inhibition above about 30%; inconclusive = no clear call, values can overlap the other calls; inactive = below that. A portion of the library. The share of hits here may be higher or lower than overall.

SMILES	BoNT-F LC inh	VHR inh abs	BoNT A protease	Anthrax LF prot	SSB-PriA inh	Rv3671c inh	CCHFV vOTU inh	3CLpro inhibitor	PrPC surface inh	MazF activator
Cc1cccc(Nc2nc(N)c([N+](=O)[O-])c(N3CCN(C)CC3)n2)c1	5	12	1.3	1	12	1	2	-10	-14	-4
Nc1nc(N)c(N=O)c(OCC2CCCCC2)n1	-4	2	0.3	-2	-12	4	6	-3	-13	7
O=C(Nc1ccc2c(c1)OCCO2)c1cc(-n2cnnc2)ccc1Cl	-40	26	-1.8	4	-7	7	3	-2	9	17
O=C(NCc1csc2ccccc12)Nc1cc(Cl)cc(Cl)c1	?	12	3.0	6	1	-8	7	4	-6	-7
COCCCNCC(O)C(F)(F)F (centres undefined)	0	14	-0.5	-1	-5	-1	-11	5	4	6
CN(C)CCCNC(=O)c1cc(Br)ccc1O	-10	-15	-0.7	-13	-5	9	-25	-2	7	9
COc1ccc(C)cc1S(=O)(=O)Nc1cc(Cl)ccc1Cl	7	13	0.1	3	6	-8	13	7	1	-2
O=C(COC(=O)Cc1ccccc1)NCCNC(=O)COC(=O)Cc1ccccc1	12	.	1.6	4	2	7	-9	.	-2	-1
CCOC(=O)c1c(NC(=O)CN2C(=O)NC3(CCCCC3C)C2=O)sc(C)c1CC (centres undefined)	?	.	3.0	1	-10	-5	24	.	5	6
CC(=O)Nc1ccc(NC(=O)C(NS(=O)(=O)c2cccc3nsnc23)C(C)C)cc1 (centres undefined)	2	40	-0.9	-2	8	0	6	-7	-41	-7
Cc1cccc(NC(=O)c2cc([N+](=O)[O-])ccc2NCC2CCCO2)n1 (centres undefined)	8	26	0.4	-3	16	-1	-1	-7	-24	3
CCC1CCCCN1CCNC(=O)CNS(=O)(=O)c1ccc2nc(C)sc2c1 (centres undefined)	4	24	0.0	3	-2	-5	-2	6	0	-6
Cc1ccc(-n2ncc3c(=O)n(CC(=O)NC4CCCCC4)cnc32)cc1	-4	25	-0.2	-4	-8	2	4	3	1	-22
COc1ccc(CNC(=O)COC(=O)c2ccc(S(=O)(=O)N3CCCCC3)cc2)cc1	-3	.	-0.2	-5	-9	-13	-15	.	-4	-10
COc1ccc(CN(C)Cc2nc3scc(-c4ccccc4)c3c(=O)[nH]2)cc1OC	-1	-4	-0.5	1	5	-17	9	-2	8	0
CCOC(=O)C1=C(C)N(CCCCCC(=O)O)C(=O)NC1c1ccc(Cl)cc1 (centres undefined)	-1	20	-0.3	-4	-1	0	10	0	3	0
O=C(NCc1ccccn1)/C(=N/O)c1ccccc1	?	21	0.1	-11	.	-2	-4	0	-9	0
CC(=O)Nc1cccc(NC(=S)Nc2cccc(Cl)c2C)c1	-5	-11	0.0	-4	-15	2	-6	0	6	1
CCN(CC)CCN1C(=O)C(=O)/C(=C(/O)c2c(C)[nH]c(C(=O)OC)c2C)C1c1ccccc1 (centres undefined)	.	9	.	.	.	-7	3	1	-5	-4
COc1ccc(CNC(=O)[C@H](Cc2c[nH]c3ccccc23)NC(=O)[C@@H]2Cc3ccccc3CN2)cc1	-8	5	-0.5	-12	18	-4	2	-1	-6	2
c1ccc(-n2nnnc2Oc2ccc(-n3ccnc3)cc2)cc1	-1	21	1.3	-8	-8	4	10	0	7	18
COc1cccc([C@@H]2Oc3ccc(Br)cc3C(=O)[C@H]2OC(=O)NC2CCCC2)c1	.	0	.	.	-13	-20	.	-2	.	4
CCOC(=O)c1ccc(-c2ccc3oc(-c4ccsc4)cc(=O)c3c2)cc1F	-1	.	0.2	-6	-10	-2	21	.	4	-2
COc1cc(/C=N/O)ccc1Oc1cnccn1	1	-18	0.4	2	.	-5	3	-2	5	7
CCC(C)N(C(=O)COc1ccc(-c2nnco2)cc1)C1CCS(=O)(=O)C1 (centres undefined)	?	.	2.4	-1	5	2	-11	.	1	5

As a working copy, 13 of the compounds above:
SMILES	BoNT-F LC inh	VHR inh abs	BoNT A protease	Anthrax LF prot	SSB-PriA inh	Rv3671c inh	CCHFV vOTU inh	3CLpro inhibitor	PrPC surface inh	MazF activator
Cc1ccc(-n2ncc3c(=O)n(CC(=O)NC4CCCCC4)cnc32)cc1	-4	25	-0.2	-4	-8	2	4	3	1	-22
COc1ccc(CNC(=O)COC(=O)c2ccc(S(=O)(=O)N3CCCCC3)cc2)cc1	-3	.	-0.2	-5	-9	-13	-15	.	-4	-10
COc1ccc(CN(C)Cc2nc3scc(-c4ccccc4)c3c(=O)[nH]2)cc1OC	-1	-4	-0.5	1	5	-17	9	-2	8	0
CCOC(=O)C1=C(C)N(CCCCCC(=O)O)C(=O)NC1c1ccc(Cl)cc1 (centres undefined)	-1	20	-0.3	-4	-1	0	10	0	3	0
O=C(NCc1ccccn1)/C(=N/O)c1ccccc1	?	21	0.1	-11	.	-2	-4	0	-9	0
CC(=O)Nc1cccc(NC(=S)Nc2cccc(Cl)c2C)c1	-5	-11	0.0	-4	-15	2	-6	0	6	1
CCN(CC)CCN1C(=O)C(=O)/C(=C(/O)c2c(C)[nH]c(C(=O)OC)c2C)C1c1ccccc1 (centres undefined)	.	9	.	.	.	-7	3	1	-5	-4
COc1ccc(CNC(=O)[C@H](Cc2c[nH]c3ccccc23)NC(=O)[C@@H]2Cc3ccccc3CN2)cc1	-8	5	-0.5	-12	18	-4	2	-1	-6	2
c1ccc(-n2nnnc2Oc2ccc(-n3ccnc3)cc2)cc1	-1	21	1.3	-8	-8	4	10	0	7	18
COc1cccc([C@@H]2Oc3ccc(Br)cc3C(=O)[C@H]2OC(=O)NC2CCCC2)c1	.	0	.	.	-13	-20	.	-2	.	4
CCOC(=O)c1ccc(-c2ccc3oc(-c4ccsc4)cc(=O)c3c2)cc1F	-1	.	0.2	-6	-10	-2	21	.	4	-2
COc1cc(/C=N/O)ccc1Oc1cnccn1	1	-18	0.4	2	.	-5	3	-2	5	7
CCC(C)N(C(=O)COc1ccc(-c2nnco2)cc1)C1CCS(=O)(=O)C1 (centres undefined)	?	.	2.4	-1	5	2	-11	.	1	5

(listing goes on)
SMILES	BoNT-F LC inh	VHR inh abs	BoNT A protease	Anthrax LF prot	SSB-PriA inh	Rv3671c inh	CCHFV vOTU inh	3CLpro inhibitor	PrPC surface inh	MazF activator
COc1ccc([C@H]2CC(=O)C=C(c3ccc4ncccc4c3)C2)cc1OC	-5	.	0.0	5	5	-6	-5	.	-26	2
Cc1ccc(-c2nc3cc(Cl)ccc3o2)cc1	.	15	.	.	-13	5	4	4	0	4
Cc1cc(NC(=O)c2sccc2C)n(-c2cccc(Cl)c2)n1	3	23	0.4	-4	-3	-4	4	0	-2	1
CCOC(=O)c1sc(NC(=O)CN2CCN(c3ccccc3)CC2)nc1C	?	16	2.8	2	1	3	-6	2	5	9
COC(=O)c1ccc(C)c(NC(=O)CCc2ccc(OC)c(OC)c2)c1	-12	-6	-0.5	-4	3	-9	7	3	5	9
Nc1nonc1NC(=O)CSc1nc2ccccc2s1	-18	11	-2.2	-4	-3	-9	0	-3	-3	-8
CC1(C)CC(NS(=O)(=O)c2ccc(Cl)cc2)CC(C)(C)N1	-15	54*	-3.7	8	-8	0	-5	1	-2	2
COc1ccccc1C(=O)N/N=C(\C)c1ccc(NC(=O)Cc2ccccc2)cc1	6	-5	0.5	-1	.	-10	5	1	2	0
COc1ccc(Br)cc1C(=O)NC(=S)Nc1ccc(Cl)c(C(=O)O)c1	-4	6	-0.1	-2	-17	-7	-5	2	-2	-12
CCCCn1c(N)c(N(CC(C)C)C(=O)CSC(C)C(=O)Nc2cc(C)on2)c(=O)[nH]c1=O (centres undefined)	0	.	3.2	1	-14	-4	-1	.	4	3
CC(C)CN(C(=O)CSc1nnc(-c2ccco2)o1)c1c(N)n(Cc2ccccc2)c(=O)[nH]c1=O	0	16	0.4	-3	-8	1	14	-1	-2	-1
CC(Cc1cnccn1)NCc1c(C(=O)N2CCCCCCC2)nc2ccc(Cl)cn12 (centres undefined)	-1	18	2.7	3	3	-2	0	0	-3	-5
CC(=C1C2C=CC1C1C(=O)NC(=O)C21)c1ccccc1 (centres undefined)	-8	-1	-1.2	-2	-7	6	0	-2	-4	-3
O=C(CN1C(=O)c2cccc([N+](=O)[O-])c2C1=O)N1CCN(S(=O)(=O)c2ccccc2)CC1	0	.	-0.2	-1	16	-1	-1	.	1	7
CC(C)n1c(=O)c2ccccc2n1Cc1cn(CCc2c[nH]c3ccccc23)nn1	-8	.	-0.7	1	.	.	15	.	4	.
CC(=O)c1cc2c(cc1NC(=O)CN1CCOCC1)OCO2	0	0	-0.7	0	-7	7	-15	-2	-11	-1
CC(=O)NC1=NN(C(C)=O)C2(CCCC2)S1	-5	19	-1.7	-1	-2	9	-8	-1	-8	2
O=C(NCCC1=CCCCC1)C1CC(=O)N(C2CCCCCC2)C1 (centres undefined)	-4	-13	-0.6	-1	-9	-1	8	7	-1	-1
Cc1c(CC(=O)O)c(=O)oc2cc(OCc3ccc(Br)cc3)ccc12	0	26	-2.9	-2	23	-2	-58	-1	0	1
COc1ccccc1C(=O)NCC(=O)OCC(=O)N1CC(C)OC(C)C1 (centres undefined)	11	.	0.8	-4	-4	.	-1	.	7	9
CNc1ccccc1C(C)(C)c1cc(-c2cccc(Br)c2)no1	-20	0	0.1	-12	3	-70	12	0	13	-3
O=C(Nc1ccc(N2CCOCC2)cc1)c1ccc2c(c1)OCO2	-19	-7	-1.4	-8	-12	6	5	1	3	14
COc1ccccc1-n1cc(C(=O)c2cc(Cl)ccc2O)cc(C#N)c1=O	-6	21	-0.7	5	-6	-9	13	-2	-13	-7
CN(C)C(=O)N=NC(=O)N(C)C	-6	.	0.8	1	-9	-2	6	.	-1	7
N#C/C(=C\c1ccc(OCc2ccc(Br)cc2)cc1)C(=O)Nc1cccc(C(=O)O)c1	6	75	1.6	1	-10	-6	2	6	-7	-7

A second format for 2 compounds above:
| Structure | BoNT-F LC inh | VHR inh abs | BoNT A protease | Anthrax LF prot | SSB-PriA inh | Rv3671c inh | CCHFV vOTU inh | 3CLpro inhibitor | PrPC surface inh | MazF activator |
| --- | --- | --- | --- | --- | --- | --- | --- | --- | --- | --- |
| CCCCn1c(N)c(N(CC(C)C)C(=O)CSC(C)C(=O)Nc2cc(C)on2)c(=O)[nH]c1=O (centres undefined) | 0 | . | 3.2 | 1 | -14 | -4 | -1 | . | 4 | 3 |
| CC(C)CN(C(=O)CSc1nnc(-c2ccco2)o1)c1c(N)n(Cc2ccccc2)c(=O)[nH]c1=O | 0 | 16 | 0.4 | -3 | -8 | 1 | 14 | -1 | -2 | -1 |

Further entries follow.
SMILES	BoNT-F LC inh	VHR inh abs	BoNT A protease	Anthrax LF prot	SSB-PriA inh	Rv3671c inh	CCHFV vOTU inh	3CLpro inhibitor	PrPC surface inh	MazF activator
CN1OC[C@@H]2CN(C(=S)Nc3ccc(C#N)cc3)[C@H](c3ccc(N4CCCCC4)cc3)C[C@@H]21	-18	.	-2.4	-2	.	.	3	.	3	.
NC(=O)CC(NC(=O)Cc1ccc(Br)cc1)c1ccc(NCCc2ccc(F)cc2)c([N+](=O)[O-])c1 (centres undefined)	-4	23	-0.3	3	-4	-20	6	.	-13	18
Cc1ccc(S(=O)(=O)N2CCN(C(=O)CSc3nnc(C)c(=O)[nH]3)CC2)cc1	6	21	0.1	7	-12	4	11	3	-1	-6
COc1cccc(N2CCN(C(=S)NCCc3ccccc3)CC2)c1	-26	-2	-0.7	-4	9	1	4	3	-2	-5
CC(=O)c1ccccc1C(=O)NCc1cccnc1	-2	-13	0.0	-1	-21	-8	-9	0	2	3
CCCC(=O)Nc1cccc(-c2nc3ccccc3c(=O)o2)c1	1	12	-0.6	-1	-1	1	-9	5	1	3
CC1CCN(CCCCOc2cccc(Br)c2)CC1	0	4	1.2	1	-5	-6	-9	-1	-2	6
CC1CCCN(c2nc3c(c(=O)[nH]c(=O)n3C)n2CCSc2nc3ccccc3o2)C1 (centres undefined)	-2	38	-0.1	-3	-4	-1	-1	-3	1	-2
COc1cc([C@@H]2OC[C@@H]3[C@H]2CO[C@@H]3c2ccc3c(c2)OCO3)ccc1O	0	.	0.1	5	9	2	-2	.	11	5
